# AmpC inh no detg – blocks E. coli AmpC beta-lactamase in detergent-free assay; P00811; AID 485341; Potency, µM (titrated, usually from 57.1 µM), for the others: at the highest dose activity change, negative = inhibition, hits mostly inhibitors; AmpC nitrocefin hydrolysis, absorbance 480 nm, 0.0001% Triton; 330,000 compounds, 0.52% hits;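 further: potency means the concentration at half of the fitted maximal effect; plate controls were no compound for no effect and no enzyme for full effect; nearly all actives have a fitted effect of over 20% in size; some results filed as inactive show a strong effect at the top dose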
# Target sequence (P00811 whole entry, looked up): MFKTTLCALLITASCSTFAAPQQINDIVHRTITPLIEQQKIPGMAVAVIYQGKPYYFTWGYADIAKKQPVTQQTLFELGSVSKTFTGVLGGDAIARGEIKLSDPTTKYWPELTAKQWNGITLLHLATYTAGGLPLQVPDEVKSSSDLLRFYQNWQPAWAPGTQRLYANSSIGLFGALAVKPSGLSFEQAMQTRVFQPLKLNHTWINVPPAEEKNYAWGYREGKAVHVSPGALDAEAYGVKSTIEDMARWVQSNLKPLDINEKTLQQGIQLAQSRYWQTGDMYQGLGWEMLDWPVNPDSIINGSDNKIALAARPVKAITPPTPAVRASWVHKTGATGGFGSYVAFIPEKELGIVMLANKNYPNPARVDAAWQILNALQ
#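 20 mM phosphate pH 7.0 + 0.01% (detergent screen) or 0.0001% Triton X-100; 5.3 nM AmpC reagent; cpd preinc 15 min RT; nitrocefin (800 uM stock) to start; A480 q20 s × 4 min; Activity was normalised to no-enzyme and no-compound control wells.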
# AMA1 RON2 block – AMA1-RON2 (P. falciparum) interaction inhibition. AlphaScreen AMA1-biotinylated RON2 peptide binding. Potency, µM (doses to about 58.2 µM), for the others: top-dose activity change, negative = inhibition, most hits filed as inhibitors. 360,000 compounds, 0.2% hits. AID 720542;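 further: potency means the concentration at half of the fitted maximal effect; 0% = vehicle wells and -100% = peptide control; nearly all actives have a fitted effect of over 45% in size; some results filed as inactive show a strong effect at the top dose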
#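 AMA1 (3D7) with his tag at 25 nM final met compounds first, then biotinylated RON2 peptide at 25 nM; detection used donor plus acceptor beads, 10 µg/mL apiece, read by AlphaScreen after 30 min at room temperature.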
# HCMV antiviral – blocks human cytomegalovirus replication; activity change, negative = inhibition, % at 57.5 µM; 410,000 compounds, 4.5% hits; AID 1259415; HFF cells, HCMV-luciferase reporter, 72 h; hits give low values; in the data active means activity change below about -60%; inconclusive means no clear call, values can overlap the other calls; inactive means above about -39%
#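 HFF cells seeded 16 h at 37C, treated with compounds, infected with luciferase-reporter HCMV at MOI 1 PFU/cell; luciferase read at 72 h post infection, normalized to buffer-only and Salinomycin controls.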
# Tb PYK inh – T. brucei pyruvate kinase inhibition | Q57TT1 | TbPYK enzyme, Kinase-Glo Plus ATP luminescence, 45 min | Potency, µM (highest dose often 76.8 µM), without a hit: top-dose activity, negative = inhibition, most hits filed as inhibitors | 410,000 compounds, 0.12% hits | AID 624173; further: potency means the concentration at half of the fitted maximal effect; nearly all actives have a fitted effect of over 50% in size
#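 Luminescent Kinase-Glo Plus end-point after 45 min room-temperature reaction of T. brucei pyruvate kinase started with 130 uM ADP (final). Buffer TEA 50 mM pH 7.2 with KCl, MgCl2, BSA, Tween-20; titration-based qHTS with fitted concentration-effect curves.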
# AmpC detergent – blocks E. coli AmpC beta-lactamase in detergent assay. AmpC hydrolysis of nitrocefin, absorbance 480 nm, 0.01% Triton. Potency, µM (highest dose often 114 µM), for the others: top-dose activity change, negative = inhibition, hits mostly inhibitors. 370,000 compounds, 0.041% hits. P00811;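 further: potency means the concentration at half of the fitted maximal effect; 0% = no-compound wells and -100% = no-enzyme wells; nearly all actives have a fitted effect of over 25% in size; some results filed as inactive show a strong effect at the top dose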
#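 AmpC (5.3 nM in the dispensed reagent) in 20 mM phosphate pH 7.0 with 0.01% (detergent screen) or 0.0001% Triton X-100 was preincubated with compounds for 15 min at room temperature. Nitrocefin was then added from an 800 uM solution, and hydrolysis was followed at 480 nm.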
# LmPK inhibitor – blocks Leishmania mexicana pyruvate kinase activity | 290,000 compounds, 0.37% hits | AID 1721 | Q27686 | purified LmPK, Kinase-Glo ATP luminescence, 1 h | Potency, µM (doses to about 57.5 µM), for inactives: top-dose activity change, negative = inhibition, usual class: inhibitors; further: potency means the concentration at half of the fitted maximal effect
# Target sequence (Q27686 whole entry, looked up): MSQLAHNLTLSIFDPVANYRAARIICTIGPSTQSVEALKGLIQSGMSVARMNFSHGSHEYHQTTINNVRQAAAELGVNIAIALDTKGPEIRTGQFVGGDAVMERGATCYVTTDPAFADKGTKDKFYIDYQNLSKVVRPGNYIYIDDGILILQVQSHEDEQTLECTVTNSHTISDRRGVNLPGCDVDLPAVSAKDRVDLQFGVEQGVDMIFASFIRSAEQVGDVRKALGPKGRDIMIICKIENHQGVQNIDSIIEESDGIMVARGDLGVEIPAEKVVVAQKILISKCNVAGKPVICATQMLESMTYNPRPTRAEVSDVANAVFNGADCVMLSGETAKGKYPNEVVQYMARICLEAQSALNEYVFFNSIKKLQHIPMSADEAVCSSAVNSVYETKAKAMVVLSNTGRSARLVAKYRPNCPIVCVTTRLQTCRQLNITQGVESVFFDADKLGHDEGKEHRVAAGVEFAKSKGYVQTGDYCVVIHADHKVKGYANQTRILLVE
#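 Screened at intermediate enzyme activity to detect both inhibitors and activators: LmPK at 0.1 nM, with a 0.5 nM enzyme column as activation reference. PEP 0.5 mM, ADP 0.1 mM; ATP detected by luminescence after 1 h.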
# HCV inh – inhibitors of hepatitis C virus infection. Huh7.5.1 HCVcc-Cre infection, luciferase reporter, 44 h. Potency, µM (doses to about 41.8 µM), inactives show at the top dose activity change, negative = inhibition, usual class: inhibitors. 340,000 compounds, 3.4% hits; further: potency means the concentration at half of the fitted maximal effect
#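 After 44 h co-culture of compound, cells and HCVcc-Cre (~0.5 moi), substrate is added for 15 min at room temperature and luciferase measured over 15 sec. Cells were seeded at 1,000/well and pre-cultured 4 h.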
# Numbers without * were called inactive; u = inconclusive; x = no result given; [ ] = remark or other dose. Unless noted, the call rests on the fitted dose curve; in most records, active means well fitted curve in the direction sought with a large enough effect; inconclusive means small, poorly fitted or top-dose-only effect, or another doubt; inactive means no such curve, though single readings can be large; an effect the other way counts as inactive or inconclusive. Unless noted, on the % scale 0 is the no-effect control and ±100 the full control effect.
# Values run as follows: AMA1 RON2 block, HCMV antiviral, AmpC inh no detg, AmpC detergent, Tb PYK inh, HCV inh, LmPK inhibitor
> C[C@@H]1CCCCO[C@H](CN(C)C(=O)Nc2cccc3ccccc23)[C@@H](C)CN([C@H](C)CO)C(=O)c2cc(NC(=O)c3ccccc3)ccc2O1
    -3%, -21, x, x, -11%, x, x
> Cc1ccc(C)c(OCCCC(=O)O)c1
    4%, -3, -11%, -1%, -6%, 16%, 7%
> COc1ccc2cc(CCNC(=O)C(C)C)c(=O)[nH]c2c1
    0%, 35, u, u, -1%, 10%, 0%
> CN(C(=O)/C(N=Nc1cccc(C(F)(F)F)c1)=C(\O)C(F)(F)F)c1ccccc1
    10%, -29, -3%, 1%, -5%, u, 8%
> COC(=O)[C@H](Cc1ccccc1)NC(=O)/C=C/[C@H]1O[C@@H](n2cc(C)c(=O)[nH]c2=O)C[C@@H]1O
    7%, 12, x, x, 2%, x, x
> Cc1csc(=O)n1CCC(=O)OC(C)C(=O)NCc1ccccc1 (stereo not drawn)
    -9%, 6, -9%, x, 17%, 5%, x
> CC(C)N(C(=O)C1CC(=O)OC12CCCCC2)C(C)C (stereo not drawn)
    6%, 17, -14%, -2%, 2%, -1%, 3%
> CCOc1ccc(CN2CCC(n3nccc3NC(=O)CCCc3ccccc3)CC2)cc1
    21%, u, 114%[activator], 1%, 4%, u, 6%
> CC[C@@H](C)[C@H](NC(=O)OCc1ccccc1)c1nnc([C@@H](NC(=O)OCc2ccccc2)[C@@H](C)CC)o1
    52%[activator], 9, -32%, -6%, 4%, u, 3%
> CCC1CCCCN1CCCNC(=O)C1CCN(S(=O)(=O)N2CCC3(CC2)OCCO3)CC1 (stereo not drawn)
    -6%, 19, -3%, u, 1%, 15%, 5%
> Cc1ccc(C(=O)CCNc2ccc(F)c(Cl)c2)o1
    -4%, 61, -11%, -12%, -2%, 3.2µM*, -3%
> C=CCNc1nc(Cl)nc(Nc2cc(Cl)ccc2OC)n1
    -8%, -28, -14%, -11%, -1%, -15%, -3%
> CCOc1cc2[nH]c(=S)n(Cc3ccc(C(=O)NCC(OC)OC)cc3)c(=O)c2cc1OCC
    1%, 26, -6%, u, x, -14%, 3%
> Cc1cc2cc(C#N)c(NCCNC(=S)NCCCN3CCOCC3)nc2cc1C
    2%, -28, 194%[activator], -6%, -12%, u, 0%
> COc1c2c(nc3occc13)C(CC=C(C)C)(OC)C(O)CC2 (stereo not drawn)
    -2%, 31, -12%, 1%, 0%, 1%, 0%
> COc1cc(C(Nc2ccc(S(=O)(=O)NCC3CCCO3)cc2)C(=O)NC(C)(C)C)cc(OC)c1OC (stereo not drawn)
    -2%, 0, 36%, -2%, 1%, 17%, -1%
> S=C(c1cn(Cc2ccccc2)c2ccccc12)N1CCOCC1
    u, -37, -14%, 4%, 1%, -1%, 7%
> Cc1nn(C(=O)c2ccco2)c(C)c1CN1C(=O)c2ccccc2C1=O
    -4%, -4, 0%, 0%, -5%, -1%, 6%
> O=S(=O)(NC1CC1)c1ccc(S(=O)(=O)N2CCC3(CC2)OCCO3)cc1
    5%, -10, -3%, -2%, 3%, 21%, 3%
> CS(=O)(=O)c1ccc(Nc2nc(C(N)Cc3ccc(F)cc3)cs2)cc1 (stereo not drawn)
    46%[activator], -24, x, x, -5%, x, x
> Cn1cnc(C(F)(F)F)c1-c1ccc([N+](=O)[O-])cc1
    -9%, -10, -7%, u, -6%, -5%, -4%
> Cc1nc2cc3nc(C(F)(F)F)[nH]c3cc2[nH]1
    9%, 7, -33%, u, -6%, 6%, -6%
> CCCCn1nnnc1C(c1cccs1)N1CCN(C/C=C/c2ccccc2)CC1 (stereo not drawn)
    -5%, -24, x, x, -1%, x, x
> Cc1ccnc(NC(=O)/C=C/c2cccs2)c1
    -13%, 104, -28%, -14%, -1%, u, u
> COc1ccc(-c2sc3ccccc3c2-c2ccc(OCCN3CCCCC3)cc2)cc1
    u, 5, -17%, x, -1%, 17%, x
> CCN(CC(=O)Nc1ccc(NC(C)=O)cc1)C(=O)/C=C/c1ccccc1
    1%, -23, -20%, u, 2%, 13%, x
> N#Cc1ccc(NC(=O)CN2C(=O)NC3(CCCC3)C2=O)cc1
    -15%, -2, -13%, -8%, -8%, u, -1%
> CCN(C(=O)CSc1nc2ccc([N+](=O)[O-])cc2s1)C1CCS(=O)(=O)C1 (stereo not drawn)
    -1%, -9, -6%, -13%, 2%, -7%, -2%
> CC(C)Oc1cccc(C(=O)Nc2ccc(N3CCN(C)CC3)cc2)c1
    -20%, 44, -10%, -15%, 2%, -15%, 3%
> O=C(NCc1ccccc1)C1CCC(=O)N(CCCN2CCCC2=O)C1 (stereo not drawn)
    1%, -13, -17%, -19%, 7%, 15%, 8%
> CS(=O)(=O)N1CCN(c2ccc(NC(=O)COc3ccccc3[N+](=O)[O-])cc2)CC1
    -7%, -17, 25%, 2%, 1%, -12%, 0%
> CC(C)N(Cc1nc(-c2ccccc2)no1)C(=O)CN(C)S(=O)(=O)c1ccc(Br)cc1
    1%, -15, 56%, -1%, -4%, u, 2%
> O=C(NC1CCCCC1)c1cc(S(=O)(=O)N2CCOCC2)c(Cl)cc1Cl
    -13%, -39, 0%, -5%, 3%, 13%, 0%
> CCOC(=O)c1cc(-c2ccccc2)n(CCC(=O)Nc2ccc(C(F)(F)F)cc2)c1C
    x, -98*, x, 19%, 7%, x, x
> Cc1c(C(=O)N2CCCCC2)c(S(=O)(=O)N2CCN(c3ccc(Cl)cc3)CC2)c(C)n1C
    -6%, 0, 174%[activator], 1%, 4%, 8%, 3%
> COc1cc(SC)ccc1C(=O)N(C)CC(=O)Nc1cccc2ccccc12
    6%, -14, -1%, -3%, -1%, u, x
> CCCCNC(=O)C1=CC(c2ccc3c(c2)OCO3)=NS(=O)(=O)N1C
    x, 0, x, 23%, 2%, x, x
> CC(C)(C)NC(=O)C(c1ccccn1)N(C(=O)C1CSC(=O)C1)c1ccccc1F (stereo not drawn)
    11%, 3, -11%, -3%, 3%, 4%, 1%
> Cc1ccc(C(=O)N2CCCCC2)cc1S(=O)(=O)N1CCOCC1
    10%, -20, 26%, -3%, -2%, x, -5%
> N#Cc1ccccc1OCC(=O)Nc1cccc(S(=O)(=O)N2CCCCCC2)c1
    -7%, 4, -3%, 10%, -6%, u, x
> Cc1ccc(CCC(=O)Nc2ccc(Cl)cc2Cl)o1
    -1%, -66*, x, x, 2%, x, x
> CC(=O)OC1(C)C=Cc2ccccc2C1=NS(=O)(=O)c1ccccc1 (stereo not drawn)
    -17%, -5, x, x, 3%, x, x
> OCCNc1ncnc2c1cnn2Cc1ccccc1
    0%, -15, -17%, -28%, 3%, -5%, 5%
> COCc1nnc(NC(=O)CC(C)c2ccccc2)s1 (stereo not drawn)
    -5%, 13, -20%, u, 1%, 10%, -3%
> Cc1nn(C)c2c1c(C(F)(F)F)cc(=O)n2CC(=O)N1CCN(c2ccccc2F)CC1
    x, 7, x, -5%, 1%, x, x
> O=C(NCc1ccco1)c1cccn2c(=O)c3sccc3nc12
    -2%, -16, x, x, x, 6%, x
> Cc1csc(NC(=O)c2cccnc2)n1
    23%, 10, -24%, -4%, 0%, 8%, 0%
> O=C(Cc1c[nH]c2ccccc12)N1CCN(S(=O)(=O)c2ccc(F)cc2)CC1
    -4%, 0, x, x, -12%, x, x
> CCC(C)NC(=O)CSc1ncccc1C(=O)O (stereo not drawn)
    -5%, -2, 0%, -5%, -5%, 8%, 6%
> CC(C)c1ccc(C2NC(=O)c3n[nH]c(-c4cccs4)c32)cc1 (stereo not drawn)
    x, u, x, -1%, 4%, x, x
> CCOc1ccc2nc(N(Cc3cccnc3)C(=O)c3ccc4c(c3)OCCO4)sc2c1
    x, 27, x, -1%, 8%, x, x
> C[N+](C)(C)C[C@H](O)CC(=O)O
    -2%, 30, x, x, -14%, 0%, x
> Cc1ccccc1CN1C[C@@H]2C[C@@H](c3cn(C)nc3-c3ccccc3)N3CCC[C@@]23C1=O
    7%, 33, 117%[activator], 7%, -8%, u, 10%
> CCOC(=O)c1c(S(=O)(=O)N2CCC(C)CC2)c(C)n(C)c1C
    -6%, 0, 11%, 3%, -12%, 7%, 3%
> CCC(=O)c1cc(F)ccc1OCC(=O)N1CCN(c2ccc(F)cc2)CC1
    2%, -25, 84%[activator], 0%, 5%, u, 10%
> C=C(C)C(=O)N1CC2(CC(c3cccc(NC(=O)CCCCC)c3)=NO2)C[C@H]1C(N)=O (stereo partly drawn)
    19%, -9, 17%, -7%, 4%, u, 0%
> O=C(Cc1ccc([N+](=O)[O-])cc1)N/N=C/c1cccnc1
    66%[activator], -2, x, x, -8%, 7%, x
> CCC1=[N+](CC(=O)c2ccc(Br)cc2)CCn2c(C)ccc21
    -12%, -28, 28%, 5%, 5%, -3%, -4%
> Cc1ccc(CNC(=O)C2CCCN(c3nc(C)cc(C)n3)C2)cc1 (stereo not drawn)
    -2%, 7, -2%, u, -3%, 8%, 1%
> Cn1cc(C(=O)N2CCN(c3cccc(Cl)c3)CC2)c(=O)c2cc(S(=O)(=O)N3CCCC3)ccc21
    x, 5, x, -1%, -5%, x, x

# Later entries.
# Values run as follows: AMA1 RON2 block, HCMV antiviral, AmpC inh no detg, AmpC detergent, Tb PYK inh, HCV inh, LmPK inhibitor
> CCOC(=O)/C=C1/SCC(=O)N1CCOc1cccc(Br)c1
    -4%, 6, x, x, 4%, u, x
> CCCOc1ccc(-c2nnn(CC(=O)c3ccc4c(c3)OCCO4)n2)cc1
    3%, -28, -24%, u, 0%, u, -9%
> Cc1cnn(C(=O)c2cc(-c3ccccc3)nc3ccccc23)c1
    -4%, 36, -8%, 4%, 4%, 12%, 2%
> COc1ccccc1CNC(=O)COC(=O)COc1ccccc1F
    0%, -4, -13%, -20%, -2%, -1%, x
> Cc1cc(-c2ccc(S(=O)(=O)Nc3ccccc3C)cc2)on1
    x, 5, x, 5%, 0%, x, x
> O=C(Nc1cccn(Cc2ccccc2)c1=O)NC1CCCCC1
    -12%, -20, -36%, 0%, 2%, -29%, 1%
> CCNC(=S)Nc1ccc2c(c1)oc1ccccc12
    17%, 46, x, x, -1%, u, x
> COc1cccc(C(=O)Nc2ccc(NC(C)=O)cn2)c1
    0%, 52, -23%, -2%, -14%, 3%, -20%
> O=C(c1ccco1)N1CCN(c2ccc(Cl)c(Cl)c2)CC1
    -8%, -6, x, x, 2%, -6%, x
> O=C1NCCN1CCNS(=O)(=O)c1ccc(F)c(Cl)c1
    -7%, -28, 72%[activator], -9%, -1%, 13%, 5%

# Bioassay records: PubChem, National Center for Advancing Translational Sciences (NCATS)

# An unsorted share of the library; 7.5% or so of the library scored in one or more.
